From PubChem
MPTP inh = permeability transition pore inhibition; inhibition, % at 10 µM; isolated mouse mitochondria, Ca2+ swelling absorbance, 30 min; 360,000 compounds, 1.4% hits; AID 602449;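 active = inhibition of 50% or more, scaled per plate between neutral and stimulator controls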;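 note: 0% = DMSO wells given calcium and 100% = 1 mM EGTA wells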
Numbers without * were called inactive. These rows are one share of the data, so the mix of outcomes need not match the whole.

SMILES	MPTP inh
CC(C)NC(=O)C1(C)CN(S(C)(=O)=O)CC(=O)N1CCc1ccccc1 (configuration not stated)	0.7
CC(C)N=C1CCCC1C(=S)SSC(=S)C1CCCC1=NC(C)C (configuration not stated)	-0.1
CCNC(=O)c1cc2c(c(-c3cccc(-c4cc5ccccc5o4)c3)n1)[C@H](CCO)N(C(=O)NC(C)C)C2	-1.7
COc1ccc(C(Cl)=C(C=O)c2ccc(OC)c(OC)c2)cc1OC	0.5
CC1CCCC(C)N1C(=O)COC(=O)c1ccccc1C(=O)c1ccccc1 (configuration not stated)	-1.2
O=C(CC[C@H]1O[C@@H](n2ccc(=O)[nH]c2=O)[C@H](O)[C@@H]1O)NCCN1CCOCC1	-1.6
COc1cc(CNc2ncnc3c2ncn3[C@H]2CN(Cc3cccc(C(F)(F)F)c3)C[C@@H](COC(C)=O)O2)cc(OC)c1OC	1.6
COc1ccc(CSc2n[nH]c(=O)[nH]c2=O)cc1	-1.3
COC(=O)C1(C)COP(=O)(Nc2ccc(OC)cc2)OC1 (configuration not stated)	-1.2
O=C(Nc1cccc(S(=O)(=O)C(F)(F)F)c1)[C@H]1C[C@H](O)[C@@H](CO)O1	0.6
COc1cccc(CN2CCC2(C)C(=O)NCc2cccc(C(F)(F)F)c2)c1OC (configuration not stated)	0.7
COC(=O)C1=CN(c2ccc(OC)cc2OC)C(N)=C(C#N)C1c1cccc([N+](=O)[O-])c1 (configuration not stated)	8.8
O=C(C(=O)N1CCN(c2ccncc2)CC1)c1cccc(Br)c1	0.1
COc1cccc(-c2ccc3c(c2)N(Cc2ccccc2OC)C(=O)C(C)S3)c1 (configuration not stated)	0.2
C[C@@H]1CN([C@@H](C)CO)C(=O)CCCn2nncc2CO[C@@H]1CN(C)S(C)(=O)=O	-0.7
Cc1cccc(S(=O)(=O)NC(=O)C2(C)CCN2C(=O)Cc2ccc(C(C)(C)C)cc2)c1 (configuration not stated)	0.3
Cc1nc(C(=O)N2CCC(C)(C(=O)NS(=O)(=O)C3CC3)C2)c(C)o1 (configuration not stated)	-0.8
CCCS(=O)(=O)NC(=O)C1(C)CCCN(C(=O)c2nc3ccccc3s2)C1 (configuration not stated)	-1.5
O=C1CCCC2=C1C1(CCCC1)N=C(Nc1nc3cc(-c4ccccc4)ccc3o1)N2	-0.2
COc1ccc(C(=O)NN/C=C/C(=O)c2ccc(Br)cc2)cc1	1.8
c1cc2[nH]c3ccncc3c2cn1	0.1
CCn1c2ccccc2nc2cc3c(cc21)c(Cl)c(=O)c1ccccc13	2.1
CC(C)n1c(=O)c2ccccc2n1S(C)(=O)=O	-2.2
O=C(CC[C@H]1O[C@@H](n2cnc3c(NC(=O)c4ccccc4)ncnc32)[C@H](O)[C@@H]1O)NCC(F)(F)F	-1.1

Another view of 14 compounds above.
| smiles | MPTP inh |
| --- | --- |
| CC(C)NC(=O)C1(C)CN(S(C)(=O)=O)CC(=O)N1CCc1ccccc1 (configuration not stated) | 0.7 |
| CC(C)N=C1CCCC1C(=S)SSC(=S)C1CCCC1=NC(C)C (configuration not stated) | -0.1 |
| CCNC(=O)c1cc2c(c(-c3cccc(-c4cc5ccccc5o4)c3)n1)[C@H](CCO)N(C(=O)NC(C)C)C2 | -1.7 |
| COc1ccc(C(Cl)=C(C=O)c2ccc(OC)c(OC)c2)cc1OC | 0.5 |
| CC1CCCC(C)N1C(=O)COC(=O)c1ccccc1C(=O)c1ccccc1 (configuration not stated) | -1.2 |
| O=C(CC[C@H]1O[C@@H](n2ccc(=O)[nH]c2=O)[C@H](O)[C@@H]1O)NCCN1CCOCC1 | -1.6 |
| COc1cc(CNc2ncnc3c2ncn3[C@H]2CN(Cc3cccc(C(F)(F)F)c3)C[C@@H](COC(C)=O)O2)cc(OC)c1OC | 1.6 |
| COc1ccc(CSc2n[nH]c(=O)[nH]c2=O)cc1 | -1.3 |
| COC(=O)C1(C)COP(=O)(Nc2ccc(OC)cc2)OC1 (configuration not stated) | -1.2 |
| O=C(Nc1cccc(S(=O)(=O)C(F)(F)F)c1)[C@H]1C[C@H](O)[C@@H](CO)O1 | 0.6 |
| COc1cccc(CN2CCC2(C)C(=O)NCc2cccc(C(F)(F)F)c2)c1OC (configuration not stated) | 0.7 |
| COC(=O)C1=CN(c2ccc(OC)cc2OC)C(N)=C(C#N)C1c1cccc([N+](=O)[O-])c1 (configuration not stated) | 8.8 |
| O=C(C(=O)N1CCN(c2ccncc2)CC1)c1cccc(Br)c1 | 0.1 |
| COc1cccc(-c2ccc3c(c2)N(Cc2ccccc2OC)C(=O)C(C)S3)c1 (configuration not stated) | 0.2 |

(cont.)
SMILES	MPTP inh
Cn1ccc2c(N3CCCCCC3)cc3c(c21)C1CCC3O1 (configuration not stated)	-2.3
O=C(Nc1ccc(OCCO)cc1)c1csc([C@@H]2C[C@H](O)[C@@H](CO)O2)n1	-0.3
O=c1[nH]c(=S)[nH]c2c1[C@H](CCc1cccc(Cl)c1)O[C@H](C1CC1)C2	-2.0
CC(C)CNC(=O)C1(C)CCCN1C(=O)c1cccnc1Oc1ccccc1 (configuration not stated)	-0.6
CCC(c1nnnn1-c1ccc2c(c1)OCCO2)N1CCN(Cc2c(F)cccc2Cl)CC1 (configuration not stated)	-0.3
CC(C)(C)OC(=O)NCc1ccc(CNC(=O)c2[nH]cnc2C(=O)Nc2ccccc2F)cc1	0.9
CCCCCCCCN1C(=O)[C@H](CC(=O)NCc2cccc3ccccc23)C[C@@]2(C(=O)OC)CCCCC=C12	0.8
CCCCC(=O)N(C)c1c(CC)nc2c(OCC3CCCCC3)cccn12	0.1
CC(=O)Nc1ccc(C(C)=NNC(=O)C2CCCC2)cc1	-1.1
Cc1ccnc(Nc2cccnc2)n1	0.8
Cc1cccc(NC(=O)Nc2nnc([C@H]3C[C@H](O)[C@@H](CO)O3)s2)c1	0.4
Cn1ccc2c(-c3ccc(C(F)(F)F)cc3)cc3c(c21)C1CCC3C1 (configuration not stated)	2.1
COC(=O)c1ccccc1NC(=O)CCCOc1cc(=O)n(C)c2ccccc12	-1.7
CN(Cc1ccccc1)C(=O)CCN1C(=O)c2cccc([N+](=O)[O-])c2C1=O	0.1
COc1ccc(-c2cnc3c(NC=O)cc(-c4cccc(NS(C)(=O)=O)c4)cn23)cc1OC	0.5
Cc1cc(CNC[C@H]2O[C@@H](n3ccc(N)nc3=O)[C@H](O)[C@@H]2O)no1	0.6
CC(=O)N1Cc2cc(C(=O)NCC(F)(F)F)nc(-c3cccc(-c4cccnc4)c3)c2[C@H]1CCO	-1.0
CCOC(=O)[C@]12CCC=C1N(Cc1ccc(Cl)cc1Cl)C(=O)[C@H](CC(=O)NCCCN1CCCC1=O)C2	-0.3
COc1ccc2c(c1)CSC(c1ccccc1)C2=O (configuration not stated)	-0.7
CC(C)C[C@H]1CN(CCCC[C@H]2CNC(=O)C(=O)N2Cc2ccccc2)C(=O)C(=O)N1Cc1ccccc1	-0.5
CCCCN1CC(N(C)CCN(C)C)CS1(=O)=O (configuration not stated)	-1.6
CCCc1c(C(=O)N/N=C(\C)c2cccnc2)nnn1-c1nonc1N	2.0
CCCc1nc2nc(C)c(NS(=O)(=O)c3ccc(C)c(C)c3)c(=O)n2[nH]1	-0.3
CCOc1cc(OCC)cc(C(=O)N2CCC[C@H]2C(=O)N2CCC[C@H]2C(=O)N(C)Cc2ccccc2)c1	-0.4
CC1=C(C(=O)N(C(C)C)C(C)C)CC(CC(=O)NC(c2ccccc2)c2ccccc2)C(=O)N1CCCN1CCCC1=O (configuration not stated)	0.4
Cc1ccc(-c2cc(NC=O)c3ncc(-c4cnn(C)c4)n3c2)cc1	-0.8
CC(C)CNC(=O)C1(C)CCCN1C(=O)CCc1cccs1 (configuration not stated)	-1.5
Cc1ccc(N2CC(C(=O)OCC(=O)Nc3c(C)cccc3C)CC2=O)cc1 (configuration not stated)	5.6
Cc1ccc(Cc2c(-c3ccco3)nc3ccc(Cl)cn23)cc1	-1.9
COc1cccc(-c2cnc(C(O)c3cc(Cl)cc(Cl)c3)[nH]2)c1 (configuration not stated)	11
Cc1ccc([C@@H]2CC(=O)[C@@H]3CN(S(=O)(=O)c4ccccc4C)[C@H](c4ccc(Cl)cc4)C[C@@H]3N2S(=O)(=O)c2ccc(C)cc2)cc1	58*
CN(Cc1cccc(C(F)(F)F)c1)C(=O)[C@H]1O[C@@H](n2ccc(N)nc2=O)[C@H](O)[C@@H]1O	0.2
O=C1c2ccccc2C(c2nnnn2-c2ccc3c(c2)OCCO3)N1C1CC1 (configuration not stated)	-0.2
COC(=O)[C@@]1(Cc2ccc(F)cc2)[C@H]2c3cc(C(=O)N4CCCC4)n(CCN4CCNC4=O)c3C[C@H]2CN1C(=O)c1ccccc1	0.3
c1ccc(CNc2cccnc2)cc1	-1.3
O=C(c1cc(C2CCCCN2C(=O)OCCF)on1)N1CCOCC1 (configuration not stated)	-0.3
Cc1nc2ccc(C(=O)NCCCn3ccnc3)cn2c1N(C)CC1CCCCC1	-1.3
COc1ccccc1Cc1c(-c2ccc(C)cc2)nc2ccc(Cl)cn12	0.4
COc1ccc(CCNC(=O)c2ccc(F)c(S(=O)(=O)N3CCCCC3)c2)cc1	-0.5
C[C@H]1CN([C@@H](C)CO)C(=O)CCCn2cc(nn2)CO[C@@H]1CN(C)C(=O)Nc1ccc(F)cc1	-1.0
COc1cccc(C(O)c2nc(-c3ccc(C)c(C)c3)cs2)c1 (configuration not stated)	2.0
CCc1nc2c(OCc3ccc(Cl)cc3)cccn2c1N(C)C(=O)C1CC1	0.4
COc1cc(CC(=O)Nc2c(-c3ccccc3)[nH][nH]c2=O)cc(OC)c1	0.3
CCN1C(=O)[C@@H]2[C@@H]3CN(S(=O)(=O)c4ccc(C)cc4)[C@@H](c4cccc5ccccc45)[C@@H]3C(=O)C[C@@H]2C1=O	4.7
Cc1c(CN(C)C(=O)C2CCC(=O)N(Cc3ccccc3F)C2)[nH]c2ccccc12 (configuration not stated)	1.8
Cc1ccc(C(=O)N2c3ccccc3N=C(c3ccccc3)C2C(=O)NC(C)C)cc1 (configuration not stated)	-1.0
CC(C)n1ncc2c(C(=O)N3CCN(Cc4cccs4)CC3)cc(C3CC3)nc21	-0.3
COc1ccccc1-c1cnc2c(c1)C(=O)N([C@@H](C)CO)C[C@@H](C)[C@@H](CN(C)C(C)=O)O2	-1.3
CC12CCC3C(C1)C(C(=O)O2)C(=O)OC3(C)C (configuration not stated)	1.0
O=C(NCCCCc1ccccc1)c1cccc(NC(=O)C2CC2)c1	1.0
COc1ccc(OC)c(CN2C(=O)c3ccccc3C2c2nnnn2C2CCCC2)c1 (configuration not stated)	-0.4
COc1cc(Cn2c3ccc(NC(=O)CC(C)(C)C)cc3c(=O)n2C)ccc1F	-1.3
CC(=O)CCC(=O)CNC(=O)CC[C@H]1O[C@@H](n2ccc(=O)[nH]c2=O)[C@H](O)[C@@H]1O	-1.4
O=C(C[C@H]1CC[C@@H](NC(=O)Nc2ccc3c(c2)OCO3)[C@@H](CO)O1)NCc1ccccc1	3.4
CN1C(=O)[C@H]2[C@@H](c3ccc(C(F)(F)F)cc3)N[C@]3(CCCN(Cc4ccc(Br)cc4)C3=O)[C@H]2C1=O	-1.0
CC1(C(=O)NS(=O)(=O)c2ccccc2)CCN1C(=O)Cc1cc(F)ccc1F (configuration not stated)	-0.1
N#Cc1ccc(OCC(=O)NCCCN2CCCC2=O)cc1	-1.6
COc1ccc(OCCN2CCC(C(=O)NC(c3ccc(F)cc3)c3ncccc3C)CC2)cc1 (configuration not stated)	-1.0
Cc1cc(C)c2c(CN3CCCCCCC3)cc(=O)oc2c1	-0.4
COc1cc(NC(=O)c2ccc(-c3ccnn3C)c3ccoc23)cc(OC)c1OC	0.0
(more compounds)
SMILES	MPTP inh
C[C@@H]1CCCCO[C@H](CN(C)C(=O)CCC(F)(F)F)[C@@H](C)CN([C@H](C)CO)C(=O)c2cc(NC(=O)c3ccncc3)ccc2O1	-1.3
COc1cccc(C(NC(C)=O)c2nc(-c3csc4ccccc34)cs2)c1 (configuration not stated)	2.0
O=C(/C=C/c1ccccc1[N+](=O)[O-])OCC(=O)N1CCN(c2ccccc2)CC1	-0.5
O=C(Nc1nc(-c2ccc3c(c2)OCCO3)cs1)c1ccc(Br)o1	0.6
CCCOc1ccc(F)cc1-c1cc(C(=O)NCc2cccs2)[nH]n1	0.9
C[C@H](CO)N1C[C@H](C)[C@@H](CN(C)C(=O)c2cccnc2)Oc2ncc(Br)cc2C1=O	-0.6
Cc1noc(C)c1C(=O)N1CCC1(C)C(=O)NS(=O)(=O)c1ccccc1Cl (configuration not stated)	1.7
CC(=O)Nc1ccc(-c2ccnc3c2CC(C)(C(=O)Nc2cccc(C(F)(F)F)c2)O3)cc1 (configuration not stated)	1.7
NC(c1csc(Nc2ccc(C(=O)NCCO)cc2)n1)C1CCCCC1 (configuration not stated)	0.6
CC(C)C(=O)Nc1ccc(C=C2C=Cc3ccccc32)cc1	3.3
CCOC1=C2[C@@H](CN(S(=O)(=O)c3ccc(C)cc3)[C@H]2c2cccc3ccccc23)[C@H]2C(=O)N(C3CCCCC3)C(=O)[C@H]2C1	2.6
COc1cc(Cl)ccc1OCc1cc(C(=O)N2CCN(C)C(=O)[C@@H]2C)no1	-0.4
CC(C)COC(=O)N1CCCCC1c1cc(C(=O)N2CCOCC2)no1 (configuration not stated)	-0.2
CC(C)(C(=O)N1CCC1(C)C(=O)NS(=O)(=O)c1ccc(Br)cc1)c1ccccc1 (configuration not stated)	-0.1
CN(C)CCCNc1nc2cc(-c3ccc(C(=O)N4CCN(C)CC4)cc3)sc2c(=O)n1C	-0.5
Cc1cn([C@H]2C[C@H](O)[C@@H](CNC(=O)[C@H](N)Cc3cn(COCc4ccccc4)cn3)O2)c(=O)[nH]c1=O	-0.4
COc1cc(CN2C[C@@H](CO)O[C@@H](n3cnc4c(N5CCN(c6ccccc6)CC5)ncnc43)C2)cc(OC)c1OC	-0.7
CCCS(=O)(=O)NC(=O)C1(C)CCCN(C(=O)c2ccccc2Br)C1 (configuration not stated)	-0.4
CCCCNC(=O)C1(C)CCCCN1Cc1ccc(-c2ccccc2)cc1 (configuration not stated)	0.8
CCOc1cc(/C=C/C(=O)OCC(=O)N(CC)C2CCS(=O)(=O)C2)cc(Cl)c1OC (configuration not stated)	-0.5
Cc1ccc2c(=O)n3c(nc2c1)C(Cc1ccc(O)cc1)NC(=O)c1cc2ccccc2cc1-3 (configuration not stated)	-2.4
CC(=O)OC[C@@H]1CN(Cc2ccccc2)C[C@H](n2cnc3c(N(C)C(C)C)ncnc32)O1	-0.7
